High-throughput results (PubChem)
NPY-Y1 PAM-ag: NPY-Y1 receptor potentiators or agonists, primary screen, cell-based; activation, % at 3.6 µM; 220,000 compounds, 0.37% hits; NPY-Y1 expressing cells, potentiator/agonist activation; in the data active = activation above about 33%, passing the limit was not always enough;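 also: cells stimulated with NPY at EC10 then isoproterenol at EC100; 0% = low agonist plus stimulus and 100% = saturating agonist plus stimulus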
Ba/F3 V617F tox: reduced viability of JAK2V617F-dependent Ba/F3 cells, primary screen, JAK2V617F inhibitor project, cell-based, Ba/F3 EpoR-JAK2V617F, luminescence. ATP luminescence. inhibition, % at 5.6 µM. 220,000 compounds, 1.1% hits. AID 1446, 2008;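 active = inhibition above the campaign mean plus 3 SD over all tested compounds, cut at about 24% in these data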;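 also: cytokine-independent growth of Ba/F3 cells driven by EpoR plus mutant JAK2; 0% = DMSO-treated cells and 100% = JAK inhibitor I control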
BaF3 parental: parental Ba/F3 cell viability inhibition, counter-screen for JAK2V617F inhibitor project, murine pro-B, CellTiter-Glo luminescence; 220,000 compounds, 1.1% hits; inhibition, % at 5.6 µM; CellTiter-Glo ATP luminescence;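 active = inhibition above a per-campaign cutoff, the mean inhibition of all tested compounds plus 3 SD, cut at about 27% in these data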;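 also: 0% = DMSO wells and 100% = JAK Inhibitor I control wells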
NPY-Y2 PAM-ag: NPY-Y2 potentiators or agonists, primary screen, cell-based. Neuropeptide Y receptor type 2 (Homo sapiens), P49146. cells expressing NPY-Y2, potentiator/agonist read-out. activation, % at 3.6 µM. 220,000 compounds, 0.45% hits; in the data active = activation above about 27%;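 also: cells stimulated with NPY near EC25 plus isoproterenol at EC100; 0% = vehicle plus submaximal agonist and 100% = vehicle plus saturating agonist; some results beyond the cut were filed as inactive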
Target sequence (P49146 whole entry, looked up): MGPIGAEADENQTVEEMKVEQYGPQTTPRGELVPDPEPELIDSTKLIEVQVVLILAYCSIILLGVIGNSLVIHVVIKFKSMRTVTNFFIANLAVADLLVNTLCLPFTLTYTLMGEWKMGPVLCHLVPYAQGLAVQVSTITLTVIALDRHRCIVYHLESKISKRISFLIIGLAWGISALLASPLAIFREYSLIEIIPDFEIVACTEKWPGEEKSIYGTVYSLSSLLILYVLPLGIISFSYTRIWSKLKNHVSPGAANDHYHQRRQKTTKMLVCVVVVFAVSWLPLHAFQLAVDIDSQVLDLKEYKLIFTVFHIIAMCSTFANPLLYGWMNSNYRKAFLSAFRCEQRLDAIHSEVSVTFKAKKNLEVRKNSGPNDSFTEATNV
RBBP9 inhibitor: human RBBP9 inhibitors, primary screen, biochemical, fluorescence polarization, FP-Rh probe, HTS | Serine hydrolase RBBP9 (Homo sapiens), O75884 | recombinant RBBP9 | inhibition, % at 7.94 µM | 220,000 compounds, 0.2% hits;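 active = inhibition above the campaign mean of all tested compounds plus 3 SD, cut at about 14% in these data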;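 also: plate controls were DMSO wells with RBBP9 for no effect and wells lacking RBBP9 protein for full effect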
Target sequence (O75884 whole entry, looked up): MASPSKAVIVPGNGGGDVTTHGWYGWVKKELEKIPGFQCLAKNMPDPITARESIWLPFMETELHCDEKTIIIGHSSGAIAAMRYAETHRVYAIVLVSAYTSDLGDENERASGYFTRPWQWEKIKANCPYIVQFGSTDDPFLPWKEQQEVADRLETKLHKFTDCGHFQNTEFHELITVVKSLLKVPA
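Assay system: recombinant human RBBP9; Reagent: Serine-hydrolase probe FP-Rh, 375 nM pre-mixing; Doses: 7.94 µM single dose, 0.794% DMSO; Incubation: 30 min then 45 min, 25 °C; Detection: fluorescence polarization (mP), excitation 525 nm, emission 598 nm; Evaluation: percent inhibition from mP, scaled between DMSO and no-protein wells.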
NPY-Y1 antag: NPY-Y1 receptor antagonists, primary screen, cell-based. Neuropeptide Y receptor type 1 (Homo sapiens), P25929. HEK293-CNG Y1 cells, membrane potential fluorescence; NPY at EC95, then isoproterenol. inhibition, % at 3.6 µM. 200,000 compounds, 1% hits. AID 1040, 2008;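 active = inhibition above the campaign mean inhibition of all tested compounds plus 3 SD, cut at about 20% in these data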;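 also: 0% = DMSO wells given NPY plus isoproterenol and 100% = isoproterenol alone without NPY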
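Assay system: HEK293 Y1/CNG channel cell line; Doses: single compound dose of 3.6 µM, 0.4% DMSO; Timing: dye 3 h, compound 60 min room temperature, stimulation 45 min; Technique: Membrane-potential fluorescent dye readout; Measure: % inhibition of NPY effect.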
Runt-CBFb FRET: inhibitors of RUNX1 Runt–CBFb binding, primary screen, biochemical, FRET, Cerulean-Runt, Venus-CBFb, uHTS. Runt-related transcription factor 1 (Homo sapiens) + Core-binding factor subunit beta …. Cerulean-Runt/Venus-CBFb FRET ratio 530/480, 1 h. 220,000 compounds, 0.46% hits. inhibition, % at 20 µM;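 active = inhibition over about 50% at 20 µM in the single-dose screen, limit read from the data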;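 also: 0% = DMSO wells and 100% = excess unlabeled CBFb competitor control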
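Assay system: Cerulean-Runt domain / Medium: Tris 50 mM pH 7.5, KCl, K2SO4, 0.01% BSA / Timing: protein complex preformed 1 h, compound exposure 1 h, room temperature, dark / Measured by: FRET, excitation 422 nm, emission at 530 and 480 nm / Evaluation: loss of energy transfer signal / Control set: 5 µM unlabeled CBFb as full-inhibition high control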
S1P4 agonist: S1P4 receptor agonists, primary screen, cell-based. activation, % at 4.98 µM. AID 1509, 2009. S1P4-expressing cell line, agonist reporter assay. 220,000 compounds, 0.35% hits. Sphingosine 1-phosphate receptor 4 (Homo sapiens), O95977; in the data active = activation above about 11%;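 also: 0% = DMSO vehicle and 100% = reference agonist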
Target sequence (O95977 whole entry, looked up): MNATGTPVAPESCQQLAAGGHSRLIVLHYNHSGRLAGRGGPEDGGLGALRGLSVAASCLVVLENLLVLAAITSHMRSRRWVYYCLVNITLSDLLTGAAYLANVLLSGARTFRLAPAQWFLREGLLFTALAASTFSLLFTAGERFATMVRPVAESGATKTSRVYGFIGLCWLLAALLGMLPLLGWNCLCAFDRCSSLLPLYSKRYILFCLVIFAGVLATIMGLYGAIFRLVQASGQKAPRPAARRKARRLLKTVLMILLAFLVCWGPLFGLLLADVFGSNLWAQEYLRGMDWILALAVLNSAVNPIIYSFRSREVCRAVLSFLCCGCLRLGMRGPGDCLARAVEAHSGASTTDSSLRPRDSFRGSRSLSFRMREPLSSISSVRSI
S1P4 antag: S1P4 receptor antagonists, primary screen, cell-based; 220,000 compounds, 0.26% hits; AID 1510, 2009; Sphingosine 1-phosphate receptor 4 (Homo sapiens), O95977; inhibition, % at 4.98 µM; S1P4-expressing cells, antagonist mode, reporter read-out; in the data active = inhibition above about 29%;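 also: 0% = wells stimulated with agonist and 100% = vehicle wells without agonist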
Starred values were filed as active, the others as inactive; . = not tested or not shown. Random draw from the library (roughly 3.6% active in at least one column).

SMILES	NPY-Y1 PAM-ag	Ba/F3 V617F tox	BaF3 parental	NPY-Y2 PAM-ag	RBBP9 inhibitor	NPY-Y1 antag	Runt-CBFb FRET	S1P4 agonist	S1P4 antag
CC(=O)c1cnc2c(-c3ccccc3)c(C(F)(F)F)nn2c1C	1.5	-4.6	4.5	8.0	3.3	-3.2	-0.5	0.0	15.9
O=C(N/N=C/c1ccsc1)c1ccc2ccccc2n1	-13.5	5.9	9.1	-10.8	-7.6	8.9	-1.9	0.7	-1.8
CCCCOC(=O)n1c(=S)oc2cc(Cl)ccc21	2.9	-0.5	3.8	-6.6	-10.8	-3.5	3.8	0.7	-13.2
Cc1ccc2nc(/C(C#N)=C\c3ccc(Oc4ccc([N+](=O)[O-])cn4)cc3)[nH]c2c1	-30.8	-1.9	4.6	-4.2	-12.2	10.3	-20.9	-1.1	-8.1
COC(=O)c1scc2c(=O)cc(C(F)(F)F)[nH]c12	-1.0	2.7	0.5	-9.9	-7.0	.	9.5	1.4	34.5*
FC(F)(F)c1cc(Oc2ccccc2)nc(-c2ccccn2)n1	25.5	-4.1	0.9	14.4	-2.6	-3.3	-3.2	-4.1	-1.5
Cc1cc(C)c(C2C3=C(Nc4c2c(C)nn4-c2ccccn2)c2ccccc2C3=O)c(C)c1 (centres undefined)	-7.9	-1.5	6.0	12.8	-7.4	-1.2	-1.6	1.1	-5.5
CCOC(=O)C(CC)n1cnc2c(cnn2-c2ccc(Cl)cc2)c1=O (centres undefined)	-9.0	-5.0	-1.6	6.2	-1.3	9.3	-3.2	1.3	3.0
Cc1cccc(Nc2nc(N)nc(-c3oc4ccccc4c3C)n2)c1	-2.3	-4.6	3.8	-39.2	-23.4	.	-2.2	1.1	7.2
O=C(Cn1c(S(=O)(=O)Cc2ccccc2)nc2ccccc21)N1CCCCC1	20.8	-1.6	2.0	-4.1	4.0	-0.9	0.9	1.6	-12.7
COc1ccc(CCNC(=O)c2nonc2N)cc1	-11.9	-2.1	2.9	-1.0	-1.2	1.4	-1.2	2.6	-12.8
COCCCNCC(O)C(F)(F)F (centres undefined)	-6.3	-3.0	4.1	3.1	1.8	4.3	-1.4	0.1	0.8
CCOC(=O)c1ccc(NC(=O)C2CCCN(S(=O)(=O)c3ccc(F)cc3)C2)cc1 (centres undefined)	20.3	-1.8	4.7	21.1	1.6	0.4	2.0	-3.9	-6.6
O=C(/C=C/c1ccc2c(c1)OCO2)N1CCN(c2ccccc2F)CC1	-34.5	-3.9	3.2	-9.3	1.1	9.9	-0.7	-2.0	-21.3
O=C(c1cc(COc2ccc(F)cc2Cl)on1)N1CCCC(c2ccccc2)C1 (centres undefined)	2.3	2.4	8.6	-4.5	-10.9	5.3	-2.6	1.4	-18.5
Cn1c(SCc2ccc(Br)cc2)nnc1-c1cccs1	-24.2	1.8	6.2	2.0	-3.3	10.6	-2.8	1.4	-7.6
CN(/N=C/c1ccco1)C1=NS(=O)(=O)c2ccccc21	11.1	-1.1	1.1	17.0	-8.3	1.7	2.8	-0.6	-27.6
O=C(/C=C/c1ccccc1)OCc1cncs1	-4.2	-1.8	6.2	-9.8	-6.6	0.1	0.1	-1.6	-8.6
CCOC(=O)c1cc(=O)c2ccc(OCC(=O)Nc3ccc(F)cc3)cc2o1	-17.1	-1.3	-2.5	-0.1	-3.7	.	-2.3	0.3	1.8
COc1cc(C(C)=O)ccc1OCC(=O)NCC1(N2CCCCC2)CCCCC1	13.0	-2.0	7.8	9.1	-4.2	5.2	0.3	1.9	-12.8
CCOC(=O)C1=C(C)N(CC(C)C)C(=O)/C1=C\c1cccs1	-11.3	-0.9	-1.3	-8.9	-1.8	.	-5.8	-0.6	-7.0
CC(C)(C)NC(=O)NC(=O)COc1ccccn1	5.4	-1.9	3.4	12.8	-5.3	4.0	-1.2	1.8	-18.7
COc1cc(OC)nc(-n2ncc(Br)c(Br)c2=O)n1	7.6	95.6*	87.2*	-0.1	-1.3	-8.4	-0.6	-0.3	11.2
Cc1cccc(Nc2nc(N)c([N+](=O)[O-])c(N3CCN(C)CC3)n2)c1	-15.0	2.6	6.4	-14.6	-4.8	6.5	1.8	-2.7	-6.5
Cc1nn(-c2ccccc2)c(N)c1Sc1cccc([N+](=O)[O-])c1	-17.9	3.8	12.9	-10.0	-2.4	5.3	1.4	-0.2	-6.0
COCC(C)n1c(SCC(=O)NNC(=O)c2ccccc2)nc2ccccc2c1=O (centres undefined)	0.3	-2.8	-1.6	9.9	-5.7	5.6	-0.1	-1.6	-6.9
CCn1c(SCC(=O)NCCOc2ccccc2)nc2ccccc2c1=O	3.5	-2.6	0.4	-4.3	0.6	13.1	-0.8	-1.8	-22.7
CN(CCOc1ccc(Br)cc1)CC(=O)Nc1cccc(S(=O)(=O)NC2=NCCC2)c1	0.0	2.4	9.8	-18.8	1.8	-5.9	-1.3	-1.6	-1.2
Cc1ccc(S(=O)(=O)CCN2CCN(c3ccccn3)CC2)cc1	15.1	-2.6	1.5	-17.0	-9.5	.	0.2	1.4	-0.7
CCc1nnc(NC(=O)CSc2nnnn2-c2cccc(C(C)=O)c2)s1	6.9	-3.9	1.0	8.0	-4.6	-3.2	1.5	1.2	-18.1
CCCc1c(C)c2ccc(OCC(C)=O)cc2oc1=O	-7.5	4.0	4.8	10.8	-2.4	-0.2	-0.4	0.3	12.7
COC(=O)c1ccc(-n2nnnc2SCC(=O)N2CCCCC2)cc1	-6.8	2.7	0.6	-7.3	-1.2	-4.6	-0.5	-0.5	-11.2
COc1ccc(CCNC(=O)C/C(C)=N/NC(=O)Cc2cccc3ccccc23)cc1OC	25.9	-0.6	-2.3	6.8	1.6	.	2.0	-0.8	-3.2
C/C(=N\NC(=O)COc1ccc(C(C)(C)C)cc1)c1ccc2c(c1)OCCO2	-41.4	-0.6	0.5	-2.8	-2.6	12.3	0.1	0.7	-25.2
Cc1nn(-c2ccccc2)c(C)c1/C=N/NC(=O)CSc1nnc(-c2ccccc2)n1-c1ccc(Cl)cc1	5.3	-0.6	4.7	4.0	-2.0	-0.5	-7.4	-0.4	-5.7
CCCn1c(SCC(=O)Nc2ccc(C)c(S(=O)(=O)N3CCOCC3)c2)n[nH]c1=O	-3.2	1.1	4.6	3.5	-8.6	3.9	1.3	-0.3	-7.7
COCCCNC(=O)COc1ccc(Cl)c(C)c1	13.0	0.1	5.2	10.9	-7.7	5.3	-0.9	0.1	-2.8
O=C(COC(=O)c1cc([N+](=O)[O-])ccc1NCc1ccccc1)NCc1ccccc1Cl	6.1	5.0	11.4	-8.8	-6.9	0.4	1.1	-1.1	-4.6
CCOC(=O)N1CCN(c2nc(-c3ccc(OC)cc3)no2)CC1	6.3	3.4	13.7	3.3	0.7	3.0	0.3	0.1	-4.9
CN(c1ccccc1C(=O)N1CCOCC1)S(C)(=O)=O	-8.4	1.6	0.5	7.2	5.2	4.5	0.3	-1.4	-16.2
COc1ccc(/C=N/NS(=O)(=O)c2ccc(F)cc2)cc1COc1cc(F)ccc1[N+](=O)[O-]	19.5	-2.1	7.9	6.4	-1.2	2.0	-0.5	0.9	0.9
CC(=NCCN1CCOCC1)C1=C(O)c2ccccc2C1=O	-16.3	4.3	11.3	-6.2	-3.6	6.2	0.0	0.7	-26.6
O=C(O)c1cc([N+](=O)[O-])ccc1Nc1ccccc1	-16.5	1.1	5.1	-3.0	-7.0	3.9	-5.1	0.7	-10.9
C/C(=N\NC(=O)c1cccnc1)c1cc(C)oc1C	-7.9	-5.1	-0.6	1.9	3.7	-1.2	-0.1	0.2	-2.8
N#CCn1c(CCl)nc2ccccc2c1=O	10.4	1.3	8.0	-1.9	0.5	-2.2	0.6	1.6	4.3
Cc1ccccc1-c1nsc(SCC(=O)NCc2ccc3c(c2)OCO3)n1	-15.2	-2.2	3.7	-16.1	-12.3	-1.5	0.9	2.8	3.6
CC1(C)SC(=S)N(c2ccccc2)C1/[N+]([O-])=C/c1cccc([N+](=O)[O-])c1 (centres undefined)	9.1	-2.3	-4.9	3.2	4.1	.	1.1	0.9	-8.3
Cc1cc(=O)[nH]c(Nc2ccc(C(=O)OC(C)C)cc2)n1	15.2	-1.7	6.9	17.6	-11.1	0.4	-3.4	4.1	-14.9
COc1ccc(CN2C(=O)c3cccnc3C2Nc2ccc(OC)c(Cl)c2)cc1 (centres undefined)	6.2	-1.4	1.9	1.1	4.6	0.7	-1.2	1.5	-9.1
COc1ccc(C(=O)CN(Cc2ccccc2)C2=NCCS2)cc1	-11.7	-1.9	5.9	6.4	4.1	8.6	-0.9	-2.1	-22.1
O=S1(=O)CC(O)C(Nc2ccccc2Cl)C1 (centres undefined)	-7.4	2.9	6.3	7.8	-9.6	-3.1	2.5	0.1	-10.4
CCCCc1ccc(NC(=S)Nc2ccc(Nc3ccc(OC)cc3)cc2)cc1	25.5	0.6	6.0	11.3	3.9	-5.3	6.6	0.0	-14.5
CCN(CC)CCNC(=O)C1c2cc(OC)c(OC)cc2C(=O)N(C)C1c1cccs1 (centres undefined)	7.6	3.2	3.0	9.6	2.6	6.0	1.2	0.1	-3.8
Cc1ccc(S(=O)(=O)N2CCN(C(=O)CSc3nnc(-c4ccco4)o3)CC2)cc1	11.9	-2.4	7.2	-3.0	2.2	0.4	-2.8	-1.6	1.4
CCCCCn1c(=O)[nH]c2cc(C(=O)NCc3ccccn3)ccc2c1=O	18.7	-3.3	2.5	10.0	-6.2	1.0	-0.4	-0.5	-5.4

Some of these compounds in order of SMILES length, smallest number first.
SMILES	NPY-Y1 PAM-ag	Ba/F3 V617F tox	BaF3 parental	NPY-Y2 PAM-ag	RBBP9 inhibitor	NPY-Y1 antag	Runt-CBFb FRET	S1P4 agonist	S1P4 antag
CCCCc1ccc(NC(=S)Nc2ccc(Nc3ccc(OC)cc3)cc2)cc1	25.5	0.6	6.0	11.3	3.9	-5.3	6.6	0.0	-14.5
CCCCCn1c(=O)[nH]c2cc(C(=O)NCc3ccccn3)ccc2c1=O	18.7	-3.3	2.5	10.0	-6.2	1.0	-0.4	-0.5	-5.4
CCN(CC)CCNC(=O)C1c2cc(OC)c(OC)cc2C(=O)N(C)C1c1cccs1 (centres undefined)	7.6	3.2	3.0	9.6	2.6	6.0	1.2	0.1	-3.8
